High-throughput results (PubChem BioAssay)
PAFAH1B3 inh: blocks human PAF acetylhydrolase 1B catalytic subunit 3 | 340,000 compounds, 0.28% hits | AID 492972 | inhibition, % at 3.39 µM | recombinant PAFAH1B3, FP-rhodamine probe, fluorescence polarization;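 active means inhibition above the screen-wide average of all tested compounds plus 3 SD, cut at about 25% in these data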;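 further: 0% = enzyme with DMSO only and 100% = wells lacking PAFAH1B3 protein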
PAD4 FP inh: inhibitors of human PAD4; 330,000 compounds, 0.41% hits; AID 485272; inhibition, % at 6.36 µM; recombinant PAD4, RCA probe fluorescence polarization;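 active means percent inhibition above a cutoff equal to the mean of all tested compounds plus 3 SD, cut at about 15% in these data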;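 further: 0% = PAD4 with RCA probe and DMSO and 100% = probe without PAD4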
PREPL inh: inhibits the human prolyl oligopeptidase-like enzyme. inhibition, % at 5.96 µM. recombinant PREPL, fluorescence polarization activity-based probe. Q4J6C6. 320,000 compounds, 0.68% hits. AID 2751; in the data active means inhibition above about 43%;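 further: 0% = enzyme with DMSO and 100% = wells lacking enzyme; many of its hits are not listed in these tables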
Target sequence (Q4J6C6 whole entry, looked up): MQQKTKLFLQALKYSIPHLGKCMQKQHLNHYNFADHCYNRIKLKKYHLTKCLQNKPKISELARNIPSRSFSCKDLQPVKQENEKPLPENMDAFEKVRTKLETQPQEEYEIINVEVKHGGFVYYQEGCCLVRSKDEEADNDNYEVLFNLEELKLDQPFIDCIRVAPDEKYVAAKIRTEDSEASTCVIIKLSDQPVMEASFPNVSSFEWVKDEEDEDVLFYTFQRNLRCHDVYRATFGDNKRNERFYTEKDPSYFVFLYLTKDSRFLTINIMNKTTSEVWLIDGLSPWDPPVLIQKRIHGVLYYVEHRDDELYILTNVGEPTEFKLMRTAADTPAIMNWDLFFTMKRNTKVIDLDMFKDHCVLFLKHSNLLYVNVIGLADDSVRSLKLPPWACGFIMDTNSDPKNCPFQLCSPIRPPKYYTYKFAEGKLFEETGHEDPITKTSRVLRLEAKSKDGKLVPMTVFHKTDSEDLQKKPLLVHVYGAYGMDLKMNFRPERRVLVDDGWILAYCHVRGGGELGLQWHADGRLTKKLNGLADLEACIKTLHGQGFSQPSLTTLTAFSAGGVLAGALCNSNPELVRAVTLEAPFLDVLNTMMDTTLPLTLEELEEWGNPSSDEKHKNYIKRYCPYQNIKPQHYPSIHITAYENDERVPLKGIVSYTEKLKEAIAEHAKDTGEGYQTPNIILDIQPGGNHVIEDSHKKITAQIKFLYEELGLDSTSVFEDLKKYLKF
pPAFAH FP inh: pPAFAH (human) enzyme inhibition | AID 463082 | 330,000 compounds, 1.5% hits | recombinant pPAFAH, FP-rhodamine probe fluorescence polarization | inhibition, % at 3.39 µM;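 active means inhibition above the mean inhibition across the screen plus 3 SD, cut at about 25% in these data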;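 further: inhibitors block binding of the rhodamine activity-based probe so polarization drops; 0% = enzyme with DMSO and 100% = wells lacking pPAFAH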
LYPLA2 counter: blocks human lysophospholipase 2, a PME1 counter-screen; O95372; recombinant LYPLA2, FP-Rh probe fluorescence polarization; inhibition, % at 5.9 µM; 320,000 compounds, 0.38% hits;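 active means inhibition above the screen-wide mean plus 3 SD, limit set per campaign, cut at about 26% in these data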;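 further: 0% = LYPLA2 with DMSO and 100% = wells lacking LYPLA2 enzyme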
GSTO1 counter: counter-screen for RBBP9 inhibitors: inhibitors of human GSTO1 | recombinant GSTO1, activity-based probe fluorescence polarization | inhibition, % at 5.96 µM | 300,000 compounds, 1.1% hits | AID 1974;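 active means inhibition above the campaign mean inhibition plus 3 SD, cut at about 35% in these data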;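 further: 0% = GSTO1-1 with DMSO and 100% = wells lacking GSTO1-1 enzyme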
LYPLA1 counter: blocks human lysophospholipase 1, a PME1 counter-screen; O75608; recombinant LYPLA1, FP-Rh probe fluorescence polarization; inhibition, % at 5.9 µM; 320,000 compounds, 0.16% hits; AID 2174;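 active means inhibition above the mean of all tested compounds plus 3 SD, set per campaign, cut at about 14% in these data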;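 further: inhibitors block serine hydrolase probe labeling of LYPLA1 so polarization falls; 0% = enzyme with DMSO and 100% = wells lacking LYPLA1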
Target sequence (O75608 whole entry, looked up): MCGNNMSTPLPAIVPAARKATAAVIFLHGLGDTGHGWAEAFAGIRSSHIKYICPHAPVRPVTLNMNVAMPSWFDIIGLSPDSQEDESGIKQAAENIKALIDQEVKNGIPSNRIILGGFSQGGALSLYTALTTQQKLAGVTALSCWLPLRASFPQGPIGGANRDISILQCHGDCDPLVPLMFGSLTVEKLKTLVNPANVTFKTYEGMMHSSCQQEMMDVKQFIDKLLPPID
PAFAH2 inh: PAFAH2 (human) inhibition; Q99487; recombinant PAFAH2, FP-rhodamine activity probe, fluorescence polarization; inhibition, % at 3.39 µM; 340,000 compounds, 0.99% hits; AID 492956;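 active means inhibition above the mean over all tested compounds plus 3 SD, cut at about 30% in these data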;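 further: inhibitors block probe labeling of enzyme so polarization drops; 0% = enzyme with DMSO and 100% = wells lacking PAFAH2 protein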
PAFAH1B2 inh: inhibitors of human PAFAH1B2; P68402; recombinant PAFAH1B2, FP-rhodamine activity probe, fluorescence polarization; inhibition, % at 3.39 µM; 340,000 compounds, 1.2% hits; AID 492953;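 active means inhibition above the mean of all tested compounds plus 3 SD, cut at about 24% in these data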;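 further: 0% = enzyme with DMSO and 100% = wells lacking PAFAH1B2; many of its hits are not listed in these tables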
Starred values were filed as active, the others as inactive; nt = not tested or not shown. Not all compounds are listed. The share of hits here may be higher or lower than overall.

SMILES	PAFAH1B3 inh	PAD4 FP inh	PREPL inh	pPAFAH FP inh	LYPLA2 counter	GSTO1 counter	LYPLA1 counter	PAFAH2 inh	PAFAH1B2 inh
Cc1csc(NC(=O)c2ccc(N3CCCC3=O)cc2)n1	-7	4	0	-4	-5	1	-8	-2	7
Cc1ccc(C(C)C)cc1OCC(=O)NC1CCCCCCC1	7	2	12	1	-1	5	-1	5	4
O=[N+]([O-])c1ccc(/C=N/n2c(COc3ccccc3)n[nH]c2=S)cc1	3	1	-4	5	3	3	-2	7	7
COc1cc(/C=N/n2c(C3CCCCC3)n[nH]c2=S)cc(OC)c1O	21	2	-8	8	7	9	2	22	12
CCOc1ccc(OCC)c(NC(=O)C2CCCN(c3nc(C)cc(C)n3)C2)c1 (centres undefined)	2	-1	11	1	-2	0	1	-2	7
CN(CC(=O)NC1CCCCC1)S(=O)(=O)c1ccc2c(c1)c(=O)n(C)c(=O)n2C	8	-5	5	3	3	-3	-1	-3	1
O=C(CCc1nc2ccccc2c(=O)[nH]1)OCC(=O)N1CCc2ccccc21	12	-4	-1	5	-2	5	-6	0	3
Cc1c(Cl)cnc(NC(=O)COC(=O)[C@H](C)NC(=O)c2ccccc2)c1Cl	4	-1	10	8	5	nt	0	8	0
COc1cccc(S(=O)(=O)N2CCN(c3ccccc3F)CC2)c1	-1	-8	-6	-2	8	-3	2	-9	1
CCOC(=O)c1c(NC(=O)CSC(=S)N(C)C)sc(C)c1C	1	-3	5	7	2	22	2	2	-1
CCOc1cc(C2NC(=O)NC2=O)ccc1O (centres undefined)	3	3	-3	2	2	13	-2	-1	6
COc1ccccc1OCC(=O)NCCS(=O)(=O)N1CCN(c2ccccc2)CC1	2	2	-13	8	-6	13	1	1	7
Cc1cc(=O)oc2cc(OC(C)C(=O)Nc3ccc(C(N)=O)cc3)ccc12 (centres undefined)	5	2	7	-3	-5	nt	-2	-3	8
CCNC(=O)NC(=O)C(C)Sc1nnc(COc2ccccc2Cl)o1 (centres undefined)	7	0	0	-4	-12	10	-10	2	1
CSc1ccccc1C(=O)NCc1ccc(C)cc1	2	-6	-5	5	2	2	2	5	1
CCOC(=O)c1nc(Nc2ccccc2)c2ccccc2n1	4	3	-9	4	7	-8	0	-8	4
c1ccc2c(CCNc3ncnc4nc[nH]c34)cccc2c1	-2	-5	-4	2	2	2	-3	-8	2
CN(CC(=O)Nc1ccccc1Cl)CC(=O)Nc1cccc2ccccc12	4	-2	2	0	nt	nt	nt	5	6
Cn1c(C(C#N)C2=C(Cl)C(=O)N(c3ccccc3)C2=O)nc2ccccc21 (centres undefined)	nt	7	34	19	14	3	3	nt	nt
CCOC(=O)c1cc([N+](=O)[O-])sc1NC(=O)c1ccc(S(=O)(=O)N2CC3(C)CC2CC(C)(C)C3)cc1 (centres undefined)	-1	0	10	6	0	3	-4	3	3
CCC1C(=O)Nc2ccccc2N1C(=O)c1ccc(Cl)nc1 (centres undefined)	5	-4	10	5	-2	8	3	-2	1
O=C(c1ccc(SCc2cccc(Br)c2)c([N+](=O)[O-])c1)N1CCN(c2ccccn2)CC1	2	-1	39	6	25	4	-3	0	-7
CCc1nnc(NC(=O)CSc2nnc(Cc3cccn3C)n2CCOC)s1	5	1	-1	-3	0	4	-3	2	1
N[C@@H](Cc1ccc(O)cc1)c1nnc([C@H](CCC(=O)O)NC(=O)C2CCNCC2)o1	8	-4	13	-1	-3	-1	2	9	5
CCCCc1nn(-c2cc(Cl)ccc2OC)c2c1C(=O)CC(C)(C)C2	12	-3	-1	3	3	-2	1	-6	0

Other results:
SMILES	PAFAH1B3 inh	PAD4 FP inh	PREPL inh	pPAFAH FP inh	LYPLA2 counter	GSTO1 counter	LYPLA1 counter	PAFAH2 inh	PAFAH1B2 inh
N#CCCN(C(=O)CSc1nc2ccccc2c(=O)[nH]1)c1ccc(F)cc1	4	1	3	1	nt	nt	nt	5	10
O=c1[nH]c(-c2ccc(-c3cccc(Cl)c3)o2)nc2ccccc12	-8	-3	5	13	nt	nt	nt	4	-1
COc1ccc(NC(=S)N2CCN(S(=O)(=O)c3ccc(F)cc3)CC2)cc1OC	-7	-2	-4	-1	6	5	-4	5	3
COCCn1c(SCC(=O)Nc2cccc(OC)c2)nnc1-c1ccccc1	-3	-4	14	-2	3	2	-2	0	2
Cc1occc1-c1nnc(SCC(=O)N(C)c2ccccc2)n1C	0	-3	4	-4	4	-2	0	7	-2
Cc1ccccc1N1C(=O)C2CCCN2C1=S (centres undefined)	0	0	6	5	2	nt	1	-1	2
COc1cc(SC)ccc1C(=O)N(CC(=O)Nc1ccccc1Br)Cc1ccco1	10	-1	-1	4	2	5	2	12	2
COc1ccc(OC)c(NC(=O)Nc2cccc(Cn3cccn3)c2)c1	13	-1	10	12	-5	-3	-1	4	3
CCC(CO)Oc1cc(NC(=O)c2ccc(OC)cc2)c2ncn(C(C)C)c2c1 (centres undefined)	5	3	39	6	nt	nt	nt	-1	-7
Cn1nc(C(=O)OCC(=O)Nc2ccc(C(N)=O)cc2)c2ccccc2c1=O	2	-1	6	4	nt	nt	nt	6	1
CC1(C)Oc2ccc(C(=O)NN)cc2NC1=O	9	-8	10	-8	6	1	-1	4	4
O=C(NC(=S)NC1CCSC1=O)c1ccc([N+](=O)[O-])cc1 (centres undefined)	0	-3	0	-5	-2	10	0	-1	4
CCCCn1c(N)c(N(CC(C)C)C(=O)c2cccc(S(=O)(=O)N(C)c3ccc(C)cc3)c2)c(=O)[nH]c1=O	4	-2	-3	6	-4	6	1	-1	6
O=C(c1ccccc1)c1nc[nH]c1C(=O)Nc1ccccn1	9	-2	15	0	-7	7	-2	5	3
Cn1c(SCC(=O)c2ccc3c(c2)Cc2ccccc2-3)nnc1-c1ccccc1	7	-4	-5	6	7	9	5	17	2
COc1ccc(CCNc2oc(-c3cccc4ccccc34)nc2P(=O)(OC)OC)cc1OC	8	5	6	3	4	6	0	-4	0
Cc1cc(C)n2nc(C(=O)Nc3ccc(N4CCOCC4)cc3)nc2n1	10	-4	7	0	5	2	3	-5	4
O=C(NCCc1ccccc1)C1CCC(=O)N1CCc1ccccc1 (centres undefined)	7	3	-2	3	1	4	0	-4	6
Cc1ccc(Nc2nc(CSc3nnc(-c4ccccc4)n3C)cs2)cc1	2	-10	25	8	-9	-3	-6	7	5
NC(=O)c1cc[n+](Cc2ccccc2Cl)cc1	5	0	2	1	6	-6	1	-5	0
CCN(CC)S(=O)(=O)c1cccc(C(=O)NC(Cc2c[nH]c3ccccc23)c2nnc3n2CCC3)c1 (centres undefined)	4	2	4	9	1	-1	-2	-4	1
O=C(NC1CC1)c1nc2c(nnn2Cc2ccccc2Cl)c(=O)[nH]1	7	-1	8	8	8	-2	5	14	12
CCC1(C)Cc2c(C#N)c(N)n(N)c(=S)c2CO1 (centres undefined)	-5	3	2	2	2	0	1	5	6
CCOc1ccccc1N1CC(C(=O)N(Cc2nnc(-c3ccccc3Cl)o2)C2CC2)CC1=O (centres undefined)	-4	-3	31	5	7	1	4	-5	-2
O=C(O)c1cccc(Cn2cc(Br)cn2)c1	4	-4	0	1	3	-12	-1	5	2

Going on with the list.
SMILES	PAFAH1B3 inh	PAD4 FP inh	PREPL inh	pPAFAH FP inh	LYPLA2 counter	GSTO1 counter	LYPLA1 counter	PAFAH2 inh	PAFAH1B2 inh
O=C(O)C1CC1C(=O)Nc1cc(F)ccc1F (centres undefined)	0	-4	12	-2	4	8	0	6	2
CSc1nsc(SCC(=O)N2CCc3ccccc32)n1	1	6	10	-3	-1	-3	1	6	-3
O=C(O)c1cc2n(n1)C(C(F)(F)F)CC(c1ccccc1)N2 (centres undefined)	0	3	16	-1	-5	0	1	4	3
CS(=O)(=O)N(CC(=O)N/N=C/c1ccccc1C(=O)O)c1cccc(Cl)c1Cl	1	1	-18	1	-3	2	-2	-1	2
CN(C)c1nc(N)ncc1-c1ccc(Oc2ccccc2)cc1	3	-3	7	9	6	1	-4	5	-7
O=C(NNC(=O)c1csc(N2CCOCC2)n1)c1ccc(Cl)nc1	4	-2	-1	-2	-5	5	2	-1	4
Cc1c(CNC(=O)c2cnn3c2NC(c2ccccc2)CC3C(F)(F)F)cnn1C (centres undefined)	4	5	5	0	9	4	3	4	-1
CCC1CCCCN1C(=S)NC(=O)c1ccc([N+](=O)[O-])cc1 (centres undefined)	10	1	1	1	-1	3	2	0	14
O=C(CSc1nccc(=O)[nH]1)c1ccco1	10	2	15	6	5	19	1	-2	2
CCOc1ccccc1/C=C/c1onc(C)c1S(=O)(=O)N1CCC(C(=O)N2CCCCCC2)CC1	-5	3	13	3	-7	-9	-5	3	-3
Cc1cccc(/C=N/N2CCN(c3ccccc3)CC2)c1	-2	-2	10	-3	2	8	3	6	-2
Cc1ccccc1C(=O)Nc1nc(-c2cccnc2)cs1	-2	2	19	10	2	2	-5	4	2
CCc1nn(CC(=O)N2CCN(C)CC2)c(=O)c2cccn12	9	0	6	2	2	1	4	-2	3
Cc1ccc(-n2ncc3c(=O)n(CC(=O)NC4CCCC4)cnc32)cc1C	6	-5	-3	4	-4	-2	0	-1	-1
COC(=O)c1ccc(/C=C2/SC(=S)N(CCC(=O)NCCCN3CCOCC3)C2=O)cc1	1	-6	13	-1	-2	-1	1	0	-1
S=C(NCC1CCCO1)Nc1ccccc1 (centres undefined)	6	-7	1	2	-1	-4	0	11	3
